Screens: PubChem BioAssay, National Center for Advancing Translational Sciences (NCATS)
GRP78 ERSR act: inducers of ER stress response in human glioma cells. U87-MG GRP78 promoter luciferase reporter, 16 h. AID 602332. actives 0.02% (n = 420,000). Potency, µM, for the others: at the highest dose activation, actives largely listed as activators; note: potency is the fitted concentration of half-maximal effect; series mostly up to about 76 µM; % of control where 0% means no effect; nearly all actives have a fitted effect of over 35% in size
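ERSR induction read as luciferase luminescence (Bright-Glo, 10 min at room temperature) in stably transfected human U87-MG glioma cells exposed to compounds for 16 h, using GRP78 as sensor.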
D1 potentiator: human D1 dopamine receptor positive modulation; P21728; actives 0.036% (n = 360,000); potentiation, % at 10 µM; AID 504651; HEK293 TREx D1 cells, calcium flux, dopamine EC20 potentiation; in the data active = potentiation above about 30%; note: 0% is about no effect
Target sequence (P21728 whole entry, looked up): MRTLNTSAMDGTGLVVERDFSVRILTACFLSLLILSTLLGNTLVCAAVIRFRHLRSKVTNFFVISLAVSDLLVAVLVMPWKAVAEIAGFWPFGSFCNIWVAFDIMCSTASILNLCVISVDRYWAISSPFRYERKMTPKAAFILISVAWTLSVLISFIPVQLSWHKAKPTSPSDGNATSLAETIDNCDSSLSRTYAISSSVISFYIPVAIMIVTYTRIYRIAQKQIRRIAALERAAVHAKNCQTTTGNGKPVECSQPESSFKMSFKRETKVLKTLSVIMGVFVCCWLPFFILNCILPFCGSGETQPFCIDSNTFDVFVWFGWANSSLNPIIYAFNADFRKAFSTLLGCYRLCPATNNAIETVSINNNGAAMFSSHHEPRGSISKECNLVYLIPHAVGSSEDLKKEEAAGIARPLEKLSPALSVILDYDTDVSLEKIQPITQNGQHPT
RXFP1 antag: antagonists of human relaxin receptor RXFP1 | Q9HBX9 | HEK293-RXFP1, relaxin-stimulated cAMP HTRF, 30 min; hits give low values | activity change, negative = inhibition, % at 57.5 µM | actives 0.59% (n = 350,000);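 active = activity change of -60% or lower, but not beyond a set lower limit; inconclusive = change between -60% and -40%, or beyond the set limit; inactive = change above -40%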; note: % is set by controls: 0 for no effect and ±100 for the full control effect
RXFP1 agonist: agonists of human relaxin receptor RXFP1; AID 2676; actives 0.3% (n = 370,000); HEK293T-RXFP1 cAMP TR-FRET, 30 min; response scale: percent of porcine relaxin response, buffer zero; Potency, µM (titrated, usually from 57.5 µM), for the others: top-dose activation, most hits filed as activators; note: potency is the fitted concentration of half-maximal effect; % is set by controls: 0 for no effect and ±100 for the full control effect; nearly all actives have a fitted effect of over 60% in size; many of its hits are not listed in these tables
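Agonist response is measured as cAMP accumulation in an RXFP1-transfected HEK293T line under PDE4 inhibition. Values are scaled between buffer-only and 29 nM porcine relaxin, and EC50s come from standard Hill equation fits.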
Vif-APOBEC3G blk: blocks the Vif interaction with human APOBEC3G; Q9HC16; HeLa A3G-eYFP + Vif (tagged APOBEC3G with the HIV-1 protein that degrades it), YFP fluorescence, overnight; Potency, µM (highest dose often 46.1 µM), for inactives: at the top dose activity, negative = active, actives largely listed as inhibitors; actives 0.076% (n = 410,000); AID 602310;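 note: potency is the fitted concentration of half-maximal effect; % is set by controls: 0 for no effect and ±100 for the full control effect; nearly all actives have a fitted effect of over 60% in size; hits raise eYFP signal because A3G escapes Vif-driven loss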
Target sequence (Q9HC16 whole entry, looked up): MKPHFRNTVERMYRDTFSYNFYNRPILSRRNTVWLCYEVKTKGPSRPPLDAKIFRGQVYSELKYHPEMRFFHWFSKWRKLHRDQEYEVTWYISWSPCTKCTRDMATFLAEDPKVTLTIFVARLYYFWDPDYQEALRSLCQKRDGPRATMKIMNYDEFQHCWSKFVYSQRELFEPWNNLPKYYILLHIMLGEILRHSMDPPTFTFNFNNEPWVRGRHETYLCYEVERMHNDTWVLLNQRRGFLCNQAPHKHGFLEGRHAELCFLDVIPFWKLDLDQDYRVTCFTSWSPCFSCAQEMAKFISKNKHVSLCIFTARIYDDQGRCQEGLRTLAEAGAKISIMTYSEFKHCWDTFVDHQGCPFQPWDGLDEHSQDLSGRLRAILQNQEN
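HeLa cells stably expressing Vif and C-terminally eYFP-tagged A3G, seeded overnight at 37 deg C, then exposed to compound by pintool overnight at 37 deg C. Rise in yellow fluorescence (Ex 488/Em 500-530, Acumen) marks blocked Vif-driven A3G degradation.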
Vif-A3F inh: inhibitors of Vif-A3F interaction | HeLa A3F-eYFP + Vif (tagged APOBEC3F with the HIV-1 protein that degrades it), YFP fluorescence increase | Potency, µM (top dose mostly 46.1 µM), inactives show top-dose activity, negative = active | actives 0.2% (n = 390,000); note: potency is the fitted concentration of half-maximal effect; % of control where 0% means no effect; nearly all actives have a fitted effect of over 65% in size
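HeLa cells stably expressing A3F-eYFP plus Vif, plated and incubated overnight at 37 deg C, then exposed to compounds overnight at 37 deg C. Blocked degradation read as raised yellow fluorescence (Ex 488/Em 500-530).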
D2 PAM: D2 dopamine receptor (human) potentiation; P14416; HEK293 T-REx D2, calcium flux, EC20 dopamine potentiation; potentiation, % at 10 µM; actives 0.34% (n = 340,000); AID 485347;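 active = potentiation over 3 SD above the plate norm, cut at about 30% in these data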; note: 0% is about no effect
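Cells plated with tetracycline inducer and held overnight at 30 C; calcium dye loaded 30–90 min at room temperature; baseline taken, compound added and read 180 s; EC20 dopamine then added and read 180 s.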
D1 antagonist: antagonists of human D1 dopamine receptor; AID 504652; P21728; activity change, negative = inhibition, % at 10 µM; HEK293 TREx D1 cells, calcium flux, dopamine EC80; hits give low values; actives 3.2% (n = 360,000); in the data active = activity change below about -30%; note: % is set by controls: 0 for no effect and ±100 for the full control effect
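Allosteric or orthosteric antagonism assessed as attenuation of the calcium response to EC80 dopamine, added 180 s after compound, in induced HEK293 Trex D1 cells loaded with no-wash calcium dye.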
D1 ag: activates the human D1 dopamine receptor; P21728; HEK293 T-REx D1 cells, calcium flux, agonist mode; activation, % at 2 µM; actives 1% (n = 360,000); in the data active = activation above about 30%; note: 0% is about no effect
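Inducible HEK293 T-REx D1 cells, force-coupled to calcium signalling, were plated at 4000 cells/well with tetracycline and held overnight at 30 C. After no-wash calcium dye loading, compound-evoked calcium rise over 180 s flagged agonists.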
The depositor's hits bear a star; ? = inconclusive; nt = no result given; & = joins results of further samples. Unless noted, calls come from the whole dose curve; as a rule, active = well fitted curve in the direction sought with a large enough effect; inconclusive = small, poorly fitted or top-dose-only effect, or another doubt; inactive = no such curve, though single readings can be large; an effect the other way counts as inactive or inconclusive. A portion of the library; count on the stated rates, not on these rows.

SMILES	GRP78 ERSR act	D1 potentiator	RXFP1 antag	RXFP1 agonist	Vif-APOBEC3G blk	Vif-A3F inh	D2 PAM	D1 antagonist	D1 ag
O=C1/C(=C/c2ccncc2)SC(=S)N1C1CCCCC1	-1%	-2	-25	-4.4%	1%	2%	-1	-2	1
CC(=O)c1cccc(NC(=O)CC2CCCC2)c1	-1%	-6	7	0.4%	0%	-5%	nt	56	1
O=S(=O)(N/N=C1\CCCc2ccccc21)c1ccccc1	-3%	-3	4	-2.2%	-1%	0%	2	-3	1
COc1ccc(N(CCCN2C(=O)c3cccc4cccc(c34)C2=O)C(=O)c2cccs2)cc1	0%	-5	5	3.2%	-9%	-11%	4	10	2
COc1cc(C(=O)Nc2ccc(NC(=O)c3ccccc3Cl)nc2)cc(OC)c1OC	0%	0	11	0.7%	-5%	1%	2	-1	0
Cc1ccccc1OCC(=O)OCC(=O)Nc1ccc2c(c1)OCO2	-1%	nt	-6	nt	-3%	0%	nt	nt	nt
CCN(CC)S(=O)(=O)c1ccc(Cl)c(NC(=O)COC(=O)c2cc(-c3ccccc3Cl)nc3ccccc23)c1	-7%	0	3	-0.4%	0%	2%	12	-8	7
O=C(CCCc1c[nH]c2ccccc12)Nc1ccc2ccccc2c1	2%	-3	11	-0.6%	-11%	-4%	-9	-15	2
Cc1onc(-c2ccccc2Cl)c1C(=O)N[C@@H](C)c1ccccc1	-4%	nt	-2	nt	1%	1%	nt	nt	nt
O=C(CCCN=C1NS(=O)(=O)c2ccccc21)OCC(=O)c1ccc(Br)cc1	-5%	-4	-6	1.1%	1%	6%	3	-5	30
Cn1c(=O)c(=O)n(C)c2cc(S(=O)(=O)CCC(=O)Nc3c(F)c(F)c(F)c(F)c3F)ccc21	1%	6	-3	17%	1%	-5%	12	1	0
Cc1ccc(-c2cc(C(=O)N3CCN(c4ncccn4)CC3)c3ccccc3n2)cc1	-6%	3	-10	0.0%	-5%	-2%	19	9	2
CCc1ccccc1OCCCCN1CCCC1	-5%	-15	7	1.5%	-2%	-2%	-18	-26	5
CCc1ccccc1NC(=O)CSc1nc2n[nH]c(C)c2c(=N)n1-c1cccc(C)c1	-1%	-4	-1	?	-3%	-8%	-13	-12	3
Cc1ccc2oc(=O)c3cc(C(=O)Nc4ccccc4C(N)=O)sc3c2c1	-2%	-1	nt	-0.7%	2%	3%	-3	1	1
CCc1ccc(CN2CCCC(CNS(=O)(=O)c3ccc(OC)cc3)C2)cc1 (centres undefined)	-3%	-4	-14	1.5%	0%	5%	-6	8	4
O=C(Cn1cccc1C(=O)c1ccccc1)NCc1ccc(Cl)cc1	-3%	0&0	0&-4	1.3%&20%	0%	2%	-5&1	2&12	3&-1
CCOc1ccc(CCNC(=O)CCN2C(=O)COc3ccccc32)cc1OCC	-2%	-4	23	-0.2%	2%	-8%	-3	-5	-3
CCc1oc2ccccc2c1C(=O)CCN1CCCCC1	-2%	-6	0	-0.8%	-6%	-5%	-25	0	3
O=C(Nc1nc2c(F)cc(F)cc2s1)c1ccc(S(=O)(=O)N2CCc3ccccc32)cc1	-5%	-2	nt	-0.2%	3%	-1%	14	-7	4
O=C(O)c1ccc(CNC(=O)C2CCN(S(=O)(=O)c3ccc4c(c3)OCCO4)CC2)cc1	-1%	nt	4	nt	0%	-2%	nt	nt	nt
COC(=O)COc1cccc(NC(=O)c2ccc(Cl)cc2)c1	?	-10	-5	0.4%	-1%	1%	-2	-2	1
CCNc1oc(COc2ccccc2F)nc1C#N	-1%	-1	-4	2.2%	1%	2%	-5	0	0
Cc1ccc(C(=O)NNC(=O)c2cccc(S(=O)(=O)N3CCOCC3)c2)cc1	-5%	nt	1	nt	-15%	1%	nt	nt	nt

The closing 2 records of the part before lead into the next.
SMILES	GRP78 ERSR act	D1 potentiator	RXFP1 antag	RXFP1 agonist	Vif-APOBEC3G blk	Vif-A3F inh	D2 PAM	D1 antagonist	D1 ag
CCNc1oc(COc2ccccc2F)nc1C#N	-1%	-1	-4	2.2%	1%	2%	-5	0	0
Cc1ccc(C(=O)NNC(=O)c2cccc(S(=O)(=O)N3CCOCC3)c2)cc1	-5%	nt	1	nt	-15%	1%	nt	nt	nt
N#Cc1ccc(NC(=O)CSc2nc3[nH]c(=O)cc(O)c3s2)cc1	-3%	7	3	1.9%	-2%	4%	-8	-1	7
O=[N+]([O-])c1ccc(N2CCCCCC2)c([N+](=O)[O-])c1	1%	-12	-13	-1.0%	-8%	nt	1	-53*	2
COc1ccccc1N1CCN(C(=O)Nc2ccc(F)c(Cl)c2)CC1	2%	-3	13	1.5%	2%	2%	-10	-57*	2
Cc1nc2ccccc2c(=O)n1/N=C/c1ccccc1Cl	7%	-6	-1	-0.1%	1%	1%	1	-9	1
Cc1cc(C)n(-c2ccc(C(=O)NC3=NCCS3)cc2)n1	4%	2	-18	-1.1%	-1%	-19%	10	-10	3
Nc1nc(SCC(=O)Nc2ncc(Cl)cc2Cl)n[nH]1	0%	-1	2	1.2%	1%	-10%	9	6	3
Cc1cccc(NC(=O)Nc2ccccc2[N+](=O)[O-])n1	-3%	12	-8	0.8%	-2%	-16%	-4	-17	1
CC(=O)Nc1ccc(NC(=O)CSc2ccc(-c3sc(C)nc3C)nn2)cc1	-1%	0	-11	7.1%	0%	-6%	-2	-5	0
C=CCn1c(NCc2ccc3c(c2)OCO3)nc2ccccc21	-1%	-8	-7	1.5%	-9%	0%	7	-7	0
Cc1ccc(-n2c(SCC(=O)Nc3cccc(S(N)(=O)=O)c3)nc3ccccc32)cc1	-3%	1	-37	2.5%	-9%	-9%	1	-4	2
N#Cc1c(NCCO)nc(NCc2ccccc2)c2c1CCN(Cc1ccccc1)C2	-1%	-4	11	3.6%	-6%	-3%	-6	8	0
CCCN(C(=O)COC(=O)CC1CCCCC1)c1c(N)n(Cc2ccccc2)c(=O)[nH]c1=O	-4%	-5	-16	-0.9%	-12%	-16%	0	18	4
CCSc1nnc(NC(=O)COc2ccc3ccccc3c2)s1	-2%	4	-19	-0.5%	-1%	0%	nt	-4	1
CC(=O)N=c1c(C#N)cc2c(=O)n3ccccc3nc2n1Cc1ccccc1	-4%	4	-11	-2.5%	-3%	-7%	-6	12	1
Cc1ccc(S(=O)(=O)NCC(=O)N(CC(=O)NC(C)(C)C)Cc2ccc3c(c2)OCO3)cc1	-4%	-4	-14	-0.5%	0%	1%	2	-6	4
O=C(/C=C/c1ccco1)NC(=S)Nc1nc(-c2ccc3ccccc3c2)cs1	-4%	2	12	0.0%	?	-2%	-1	21	3
CCOc1ccc(/C(O)=C2\C(=O)C(=O)N(c3ccc(OC)cc3)C2c2ccccc2[N+](=O)[O-])cc1 (centres undefined)	-10%	0	-21	0.5%	-7%	0%	2	-2	4
N=c1n(CCN2CCOCC2)c2ccccc2n1CC(O)COc1ccccc1 (centres undefined)	0%	-2	10	0.2%	0%	3%	9	-10	0
CCOC(=O)c1ccc(S(=O)(=O)NC2CCCCCCC2)n1C	-5%	-4	-8	-1.0%	1%	4%	6	-3	1
O=C(c1cc2cc(F)ccc2[nH]1)N1CCN(C(=O)c2ccco2)CC1	-1%	-1	6	-2.5%	-4%	-19%	2	-25	6
CCCCN(CCCC)CC(O)COc1ccccc1C(=O)Nc1ccccc1 (centres undefined)	-2%	-4	-32	-1.5%	1%	-6%	-4	-2	0
O=C(NCCCN1CCOCC1)c1sc2cc(Cl)ccc2c1Cl	-7%	-9	-11	-1.4%	4%	15%	-9	-6	9
CC1(C)C(=O)C2(CCCCC2)C(=O)OC1c1ccc(O)cc1 (centres undefined)	-2%	-3	-2	0.9%	0%	-10%	-8	-22	11
CNC(=O)NC(=O)C(C)OC(=O)c1cc2c(s1)CCCCC2 (centres undefined)	-1%	-4	-11	2.2%	-1%	3%	-12	-4	5
O=C(NNC(=S)NC1CCCCC1)c1cccc(S(=O)(=O)Nc2ccccc2Cl)c1	-3%	-11	nt	2.0%	-3%	-4%	-5	14	-1
Cc1cccc(N2CCN(C(=O)c3cc4ccccc4oc3=O)CC2)c1C	4%	-10	2	-1.2%	-1%	-4%	nt	-76*	4
Cc1ccc2nc(-c3ccc(C)c(NC(=O)Cc4ccccc4)c3)oc2c1	-5%	4	8	8.4%	1%	-1%	nt	4	-1
COc1cccc(N2CCN(C(=O)CN3C(=O)NC4(CCCC4)C3=O)CC2)c1	-4%	6	-7	-0.3%	0%	1%	-10	3	5
O=C(COC(=O)c1ccc(S(=O)(=O)N2CCCC2)cc1)Nc1cccc(Cl)c1	1%	2	-10	-0.1%	0%	0%	-7	-8	6
COC(=O)c1nnn(-c2cc(Cl)cc(Cl)c2)c1C(=O)OC	-2%	6	-2	0.1%	-1%	2%	-1	1	0
CCOc1ccc(NC(=O)[C@H](C)NC(=O)C2CC(=O)N(c3ccc(OC)cc3)C2)cc1 (some centres undefined)	-4%	0	23	0.9%	-2%	-12%	-19	-1	3
O=C(COC(=O)CNC(=O)c1ccccc1Cl)NC1CCCC1	-3%	nt	-3	nt	2%	-2%	nt	nt	nt
COCC(C)n1c(SCC(=O)NNC(=O)c2ccc(F)cc2)nc2ccccc2c1=O (centres undefined)	-3%	-5	-3	-3.1%	-1%	-17%	8	-4	1
CCCCNC(=O)CCn1nc(-c2ccc(Cl)cc2)ccc1=O	-3%	3	-1	1.8%	1%	-28%	-4	-6	0
COc1cc(C)nc(NS(=O)(=O)c2ccc(C)cc2)n1	-6%	-2	-4	-1.2%	-1%	4%	6	5	3
CC1(C)Cc2c(cnn2-c2ccccc2)C(=O)/C1=N\NC(=O)c1ccncc1	-3%	nt	3	nt	-6%	-5%	nt	nt	nt
CC1=C(C#N)C(/C=N/OCc2ccc(Cl)cc2)CC(=O)N1 (centres undefined)	3%	-7	-3	0.3%	-2%	-5%	-9	-30	5
CC(C)CNC(=O)NC(=O)COC(=O)c1ccccc1Sc1ccc(C(F)(F)F)cc1[N+](=O)[O-]	-3%	-4	-13	0.0%	0%	9%	1	11	0
CCn1c(=O)cc(OCC(=O)N(C)c2ccccc2F)c2ccccc21	-1%	nt	-13	2.2%	-1%	-4%	0	20	4
